# GASC-1 inh: blocks human GASC-1 demethylase activity | Q9H3R0 | GST-JMJD2C(1-420) H3K9me3 demethylation, DELFIA europium | inhibition, % at 2.35 µM | 330,000 compounds, 0.069% hits;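 active means more than half of a compound's replicate wells show inhibition beyond 50%, single wells judged on their own value; inconclusive means some, but no more than half, of replicates pass 50% inhibition; inactive means no replicate passes 50% inhibition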;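 further: signal counts dimethyl H3K9 product captured on neutravidin plate; 0% = median of DMSO wells and 100% = 0.3 times that DMSO median; strong numbers were not always called active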
# MEP2 TOR yeast: alters MEP2-GFP fluorescence in TOR pathway yeast screen; S. cerevisiae MEP2-GFP strain, flow cytometry GFP, 3 h; 100% = DMSO control level; GFP response vs DMSO, % at 10 µM; 330,000 compounds, 0.51% hits; AID 2016;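 active means GFP response versus DMSO above a set limit, roughly screen mean plus 3 SD, cut at about 180% in these data; inconclusive means fewer than 70 cells counted for a yeast strain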;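 further: median GFP fluorescence of the barcode-gated MEP2-GFP cells per well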
# VLA-4 inh: inhibition in a human VLA-4 binding assay; 330,000 compounds, 0.2% hits; VLA-4 expressing cells, ligand binding flow cytometry; P13612; inhibition, % (about 7 µM as worked out from the volumes in the protocol); in the data active means inhibition above about 50%
# Target sequence (P13612 whole entry, looked up): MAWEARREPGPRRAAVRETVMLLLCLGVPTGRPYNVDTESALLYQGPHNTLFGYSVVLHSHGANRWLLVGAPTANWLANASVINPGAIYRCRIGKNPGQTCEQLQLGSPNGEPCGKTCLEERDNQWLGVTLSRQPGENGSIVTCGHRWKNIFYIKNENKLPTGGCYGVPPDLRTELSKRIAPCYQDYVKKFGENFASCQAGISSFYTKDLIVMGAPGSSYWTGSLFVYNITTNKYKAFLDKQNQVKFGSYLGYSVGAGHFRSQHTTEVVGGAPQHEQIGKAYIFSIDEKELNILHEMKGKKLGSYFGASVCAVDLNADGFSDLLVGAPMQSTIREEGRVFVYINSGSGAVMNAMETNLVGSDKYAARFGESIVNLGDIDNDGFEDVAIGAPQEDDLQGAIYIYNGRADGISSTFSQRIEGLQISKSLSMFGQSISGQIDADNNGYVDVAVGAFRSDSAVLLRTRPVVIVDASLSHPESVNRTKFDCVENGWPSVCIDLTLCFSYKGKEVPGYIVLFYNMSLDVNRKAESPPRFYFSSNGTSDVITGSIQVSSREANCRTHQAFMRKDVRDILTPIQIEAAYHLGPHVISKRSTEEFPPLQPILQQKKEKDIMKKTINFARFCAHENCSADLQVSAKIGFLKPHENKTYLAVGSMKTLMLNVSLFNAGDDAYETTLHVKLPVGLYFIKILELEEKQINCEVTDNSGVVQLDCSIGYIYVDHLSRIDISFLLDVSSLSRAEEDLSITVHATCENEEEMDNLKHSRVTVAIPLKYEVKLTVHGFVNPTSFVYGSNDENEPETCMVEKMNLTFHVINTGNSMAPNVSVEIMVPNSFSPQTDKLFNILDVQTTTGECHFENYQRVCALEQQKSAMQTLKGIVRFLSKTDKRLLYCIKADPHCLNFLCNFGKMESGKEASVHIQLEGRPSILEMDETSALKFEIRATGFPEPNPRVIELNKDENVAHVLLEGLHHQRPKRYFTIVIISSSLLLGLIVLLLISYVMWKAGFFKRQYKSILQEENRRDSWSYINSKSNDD
# CIT2-GFP yeast: modulators of TOR pathway CIT2-GFP in S. cerevisiae; 320,000 compounds, 0.065% hits; S. cerevisiae CIT2-GFP strain, flow cytometry, 3 h; 100 means same as DMSO wells; GFP response vs DMSO, % at 10 µM;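 active means GFP response relative to DMSO above a set limit, near the screen mean plus 3 SD, cut at about 150% in these data; inconclusive means Fewer than 70 cells measured for a yeast strain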;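 further: ratio of well median GFP fluorescence to mean of DMSO wells on the plate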
# LAP4 TOR yeast: alters LAP4-GFP fluorescence in TOR pathway yeast screen | S. cerevisiae LAP4-GFP multiplex, flow cytometry GFP, 3 h; median GFP as percent of DMSO wells | AID 2023 | 320,000 compounds, 0.34% hits | GFP response vs DMSO, % at 10 µM;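 active means GFP response vs DMSO above a set limit, about the screen mean plus 3 SD, cut at about 150% in these data; inconclusive means under 70 cell events counted for the yeast strain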
# RPL19A-GFP yeast: yeast TOR pathway RPL19A-GFP modulation. S. cerevisiae RPL19A-GFP strain, flow cytometry, 3 h; hits give low values. percent response vs DMSO, % at 10 µM. 330,000 compounds, 0.3% hits. AID 2025;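 active means percent response vs DMSO below 50%; inconclusive means fewer than 70 events counted for the yeast strain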;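 further: median channel GFP fluorescence of the barcoded RPL19A-GFP strain; ratio of sample median GFP to plate DMSO average so 100% = DMSO; lower means less RPL19A-GFP as with rapamycin TOR inhibition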
# GRK2 inh: human GRK2 inhibition via aptamer displacement; inhibition of aptamer binding, % at 10 µM; 330,000 compounds, 0.59% hits; P25098; AID 488847; bead flow cytometry, FAM-aptamer displacement from GRK2;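 active means inhibition of aptamer binding above 40%, roughly 3 SD of noise, on plates passing a quality check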;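 further: median bead fluorescence of bound FAM aptamer so fluorescent compounds give negative values; no value below 0 was filed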
# AGP1 TOR yeast: yeast TOR pathway AGP1-GFP modulation. AID 2066. GFP response vs DMSO, % at 10 µM. S. cerevisiae AGP1-GFP multiplex flow cytometry, 3 h; GFP as percent of DMSO wells. 320,000 compounds, 0.02% hits;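 active means GFP response relative to DMSO above a set limit, near screen average plus 3 SD, cut at about 150% in these data; inconclusive means fewer than 70 cells counted for the yeast strain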;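 further: median GFP channel fluorescence of the gated AGP1 strain per well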
# Starred values were filed as active, the others as inactive; ? = inconclusive; . = no result given; & = joins results of further samples; [ ] = dose if it differs, or a comment.
SMILES,GASC-1 inh,MEP2 TOR yeast,VLA-4 inh,CIT2-GFP yeast,LAP4 TOR yeast,RPL19A-GFP yeast,GRK2 inh,AGP1 TOR yeast
COc1cc(OC)c2cc(C(=O)N[C@H](C(=O)N3CCC[C@H]3C(=O)O)C(C)C)n(C)c2c1,7,98,-20,109,104,103,2,102
Cc1cc(=O)oc2cc(OCCSc3nnc(-c4ccccc4)o3)ccc12,5,100,0,93,93,99,3,93
COc1ccc(S(=O)(=O)N2CCOCC2)cc1C(=O)NCC(c1ccco1)N1CCCC1 (centres undefined),3,96,0,99,95,97,2,99
COc1ccc(C2=NN(C(=O)CCC(=O)O)C(c3cccs3)C2)cc1 (centres undefined),-8,99,-1,107,104,99,2,111
Cc1onc(-c2c(Cl)cccc2Cl)c1C(O)c1ccccc1 (centres undefined),30,95,8,100,93,105,2,95
O=C(CSc1nc2cc(Cl)ccc2c(=O)n1Cc1ccco1)Nc1ccc(S(=O)(=O)N2CCOCC2)cc1,-8,96,25,86,90,93,2,92
Cc1cc(C)cc(-n2cc[nH]c2=S)c1,4,101,16,95,86,103,2,101
O=C(Nc1ccc(OC(F)F)cc1)Nc1cccc(C(F)(F)F)c1,5,101,7,91,102,99,1,100
Cc1ccc(S(=O)(=O)N(C)C)cc1NC(=O)c1ccc2ccccc2n1,4,101,6,107,96,102,0,88
CCOC(=O)c1c(NC(=O)C2CCCCC2)sc2c1CCN(CC)C2,-6,95,8,98,96,106,0,105
Cc1cccc(OCCCOc2cccc3cccnc23)c1C,-5,106,0,92,113,98,5,93
O=C(OCC(=O)N1CCCC1=O)c1cc(S(=O)(=O)N2CCOCC2)ccc1F,-4,99,-7,97,107,101,1,105
CCC1CCCCN1C(=O)COC(=O)c1ccc(Br)o1 (centres undefined),5,92,5,88,89,91,4,92
O=C(Nc1ccc(N2CCCCC2)c(Cl)c1)c1ccc(N2CCOCC2)c([N+](=O)[O-])c1,3,101,-11,92,104,97,2,100
CCOC(=O)C1=C(C)Nc2ncnn2C1/C=C/c1ccccc1 (centres undefined),-11,107,5,113,105,.,0,112

# An excerpt of these results, as labelled records:
> CCOC(=O)c1c(NC(=O)C2CCCCC2)sc2c1CCN(CC)C2
  GASC-1 inh = -6
  MEP2 TOR yeast = 95
  VLA-4 inh = 8
  CIT2-GFP yeast = 98
  LAP4 TOR yeast = 96
  RPL19A-GFP yeast = 106
  GRK2 inh = 0
  AGP1 TOR yeast = 105

> Cc1ccc(S(=O)(=O)N(C)C)cc1NC(=O)c1ccc2ccccc2n1
  GASC-1 inh = 4
  MEP2 TOR yeast = 101
  VLA-4 inh = 6
  CIT2-GFP yeast = 107
  LAP4 TOR yeast = 96
  RPL19A-GFP yeast = 102
  GRK2 inh = 0
  AGP1 TOR yeast = 88

> CCC1CCCCN1C(=O)COC(=O)c1ccc(Br)o1 (centres undefined)
  GASC-1 inh = 5
  MEP2 TOR yeast = 92
  VLA-4 inh = 5
  CIT2-GFP yeast = 88
  LAP4 TOR yeast = 89
  RPL19A-GFP yeast = 91
  GRK2 inh = 4
  AGP1 TOR yeast = 92

> CCOC(=O)C1=C(C)Nc2ncnn2C1/C=C/c1ccccc1 (centres undefined)
  GASC-1 inh = -11
  MEP2 TOR yeast = 107
  VLA-4 inh = 5
  CIT2-GFP yeast = 113
  LAP4 TOR yeast = 105
  RPL19A-GFP yeast = .
  GRK2 inh = 0
  AGP1 TOR yeast = 112

# Other records
SMILES,GASC-1 inh,MEP2 TOR yeast,VLA-4 inh,CIT2-GFP yeast,LAP4 TOR yeast,RPL19A-GFP yeast,GRK2 inh,AGP1 TOR yeast
CC(C)(O)C#CC#CCN1CCOCC1,-9,96,14,94,99,94,1,96
O=C(CCc1ccncc1)NC1CCCc2c1cnn2-c1cc(F)cc(F)c1 (centres undefined),-9,95,7,88,95,92,0,90
CCCC(NC(=O)CCc1c(C)c2cc3c(-c4ccccc4)coc3cc2oc1=O)C(=O)O (centres undefined),14,288*[may fluoresce violet],-2,?,100[may fluoresce violet],65[may fluoresce violet],0,?
COc1cccc(CSc2nc3ccncc3[nH]2)c1,6,95,-3,93,104,93,0,98
COCCNc1oc(-c2ccco2)nc1S(=O)(=O)c1ccccc1,4,101,-1,97,94,103,0,97
CC(C)(C)c1cc(CN2CCCC(O)C2)c(O)c(C(C)(C)C)c1 (centres undefined),-30,103,4,103,99,102,0,101
COc1ccc(C(CC(=O)Nc2cc([N+](=O)[O-])ccc2OC)c2ccccc2)cc1 (centres undefined),1,105,-6,101,96,103,0,103
CCSC1=C(C#N)C(c2ccccc2OC)CC(=O)N1 (centres undefined),8,98,-7,101,101,100,4,104
CN(C1CCCCC1)S(=O)(=O)c1ccc(SCC(=O)NC(C)(C)C)nc1,-11,97,4,89,90,94,0,97
C=C(C)CSc1nc2c(c(=O)[nH]c(=O)n2C)n1CCC(C)C,-5,99,-1,102,96,100,0,101
CCN1C(=O)C(CC(=O)Nc2ccc(OC)cc2)N(Cc2ccc(OC)c(OC)c2)C1=S (centres undefined),-4,98,-4,95,106,97,9,105
O=c1nc2cccc3c2=c(/c1=C(\O)c1ccccc1)c1ccccc1c3=O,4,104,-10,102,95,103,9,103
O=C(C1CCCO1)N1CCN(Cc2nc3ccccc3c(=O)[nH]2)CC1 (centres undefined),1,107,6,100,100,100,1,104
Cn1c(-n2c(-c3ccco3)nc3ccccc3c2=O)nc2ccccc21,4,104,6,96,116,96,2,96
CC(C)CNc1nc(Oc2ccc(=O)[nH]n2)nc(N2CCOCC2)n1,9,98,-6,99,105,92,1,102
Cc1ccc(C(=O)Nc2cccc(C(F)(F)F)c2)cc1NC(=O)c1nccnc1N,2,101,32,107,92,100,3,110
CCOC(=O)c1sc(N2C(=O)C(O)=C(C(=O)c3ccco3)C2c2ccc([N+](=O)[O-])cc2)nc1C (centres undefined),14,97,5,100,89,99,2,93
COc1ccc(CCC(=O)c2ccc(OC)cc2)cc1,9,82,-3,71,127,90,3,89
Cc1ccc2c(C)c(C(=O)NCC(C)(C)N3CCOCC3)oc2c1C,-5,99,8,98,94,92,0,93
COc1ccc(CCN2CC(C(=O)NCC(=O)Nc3ccc(F)c(F)c3)CC2=O)cc1OC (centres undefined),?,98,-9,89,99,96,2,96
COc1ccc(N2CCN(C(=O)COC(=O)CNC(=O)c3ccc(Cl)cc3Cl)CC2)cc1,69,94,5,92,101,95,2,97
COc1cc(CN2CCC(C(=O)NC3CCCC3)CC2)ccc1O,6,103,5,105,95,106,2,104
COc1ccc(OC)c(NC(=O)CNC(=O)Cn2cnc3sc(C)cc3c2=O)c1,-5,105,-2,121,106,103,1,103
O=C(NC1CCCCC1)C(c1ccc(F)cc1)N(Cc1ccco1)C(=O)c1csnn1 (centres undefined),6,105,17,93,94,100,0,99
Cc1nc(NCC2CCCO2)c2oc3ccccc3c2n1 (centres undefined),-5,104,5,101,103,98,0,101
Cc1cccc(NC(=O)CSc2nnc(-c3ccc(S(=O)(=O)N4CCOCC4)cc3)n2C)c1,19&-9,96,4,99,92,98,0,102
CCOC(=O)/C(=N\Nc1ncnc2ccccc12)c1ccc(OC)cc1,-12,105,-5,107,101,107,2,101
O=C(NCc1ccco1)C1CC(c2ccc(F)cc2)=NO1 (centres undefined),-1,98,-6,95,105,93,0,103
O=C1C2C(c3ccccc3)C=CC(c3ccccc3)C2C(=O)N1CCO (centres undefined),-15,99,0,91,94,99,0,98
NC(=O)CC(NC(=O)c1ccccc1)c1ccc(NC2CCC2)c([N+](=O)[O-])c1 (centres undefined),-5,89,5,76,119,95,1,83
CCOc1cc(C(=O)O/N=C(\N)c2ccccn2)cc(OCC)c1OCC,5,101,41,98,98,100,0,96
CCn1c(=O)n(CCOC)c(=O)c2c3c(sc21)CCCC3,-5,97,26,90,94,100,0,97
O=C(Nc1cccnc1Cl)c1cc(-c2ccc(O)cc2)on1,-12,102,25,95,95,108,0,101
COC(=O)c1ccc(-c2ccco2)n1Cc1cccc(C)c1,?,105,-6,109,106,103,0,108
Cn1c(SCC(=O)NCC2CCCO2)ncc(C(=O)Nc2ccc(Cl)cc2)c1=O (centres undefined),10,106,46,108,105,105,5,113
Cc1cc(C)nc(Nc2n[nH]c(-c3ccc(N)cc3)n2)n1,3,106,-7,104,114,103,0,111
O=C(COC(=O)/C=C/c1ccc(Br)o1)Nc1cccc(S(=O)(=O)N2CCOCC2)c1,-5,106,20,88,111,96,9,100
Cc1cccc(C=Nc2ccccc2C(N)=O)c1,-18,98,4,94,92,93,0,92
COC(=O)Cn1cc(C(=O)C(F)(F)F)c2ccccc21,-9,105,18,103,100,102,2,103
COc1c(C)cc(C(=O)C2CCCN(S(=O)(=O)c3c(C)noc3C)C2)cc1C (centres undefined),-3,103,3,87,98,103,1,108
C/C(=N/OC(=O)c1ccccc1Br)c1ccc(C)cc1,11,93,16,94,103,98,1,91
O=C(Nc1nccs1)c1ccc2ccccc2n1,-2,102,10,100,89,100,1,90
CCOC(=O)N1CCC(NC(=O)C2CCN(S(=O)(=O)c3ccc4c(c3)oc(=O)n4C)CC2)CC1,-15,102,25,102,101,99,0,104
Cc1ccc(C)c(OCc2ccc(C(=O)NN)o2)c1,-8,89,1,90,96,97,0,104
Cc1nnc2sc(-c3ccco3)nn12,17,108,8,103,105,102,0,113

# Shown as a hit in MEP2 TOR yeast, of those listed so far:
SMILES,GASC-1 inh,MEP2 TOR yeast,VLA-4 inh,CIT2-GFP yeast,LAP4 TOR yeast,RPL19A-GFP yeast,GRK2 inh,AGP1 TOR yeast
CCCC(NC(=O)CCc1c(C)c2cc3c(-c4ccccc4)coc3cc2oc1=O)C(=O)O (centres undefined),14,288*[may fluoresce violet],-2,?,100[may fluoresce violet],65[may fluoresce violet],0,?

# 3 compounds already listed, sorted by heavy-atom count, smallest number first.
SMILES,GASC-1 inh,MEP2 TOR yeast,VLA-4 inh,CIT2-GFP yeast,LAP4 TOR yeast,RPL19A-GFP yeast,GRK2 inh,AGP1 TOR yeast
O=C(Nc1nccs1)c1ccc2ccccc2n1,-2,102,10,100,89,100,1,90
C/C(=N/OC(=O)c1ccccc1Br)c1ccc(C)cc1,11,93,16,94,103,98,1,91
CCOc1cc(C(=O)O/N=C(\N)c2ccccn2)cc(OCC)c1OCC,5,101,41,98,98,100,0,96

# High-throughput results from PubChem BioAssay.
